Fh CTSL1 inh: blocks F. hepatica cathepsin L1 in PFM18AAP counter-screen | recombinant F. hepatica cathepsin L1, Z-Leu-Arg-MCA fluorescence | inhibition, % at 5.96 µM | 300,000 compounds, 0.49% hits;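 active means inhibition above the mean of all tested compounds plus 3 SD, set per screening campaign, cut at about 17% in these data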;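 further: 0% = plate median of test compound wells and 100% = 1 µM Z-Phe-Ala-diazomethylketone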
PREPL inh: inhibits the human prolyl oligopeptidase-like enzyme; inhibition, % at 5.96 µM; Q4J6C6; 320,000 compounds, 0.68% hits; recombinant PREPL, fluorescence polarization activity-based probe; in the data active means inhibition above about 43%;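 further: 0% = enzyme with DMSO and 100% = wells lacking enzyme; many of its hits are not listed in these tables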
Target sequence (Q4J6C6 whole entry, looked up): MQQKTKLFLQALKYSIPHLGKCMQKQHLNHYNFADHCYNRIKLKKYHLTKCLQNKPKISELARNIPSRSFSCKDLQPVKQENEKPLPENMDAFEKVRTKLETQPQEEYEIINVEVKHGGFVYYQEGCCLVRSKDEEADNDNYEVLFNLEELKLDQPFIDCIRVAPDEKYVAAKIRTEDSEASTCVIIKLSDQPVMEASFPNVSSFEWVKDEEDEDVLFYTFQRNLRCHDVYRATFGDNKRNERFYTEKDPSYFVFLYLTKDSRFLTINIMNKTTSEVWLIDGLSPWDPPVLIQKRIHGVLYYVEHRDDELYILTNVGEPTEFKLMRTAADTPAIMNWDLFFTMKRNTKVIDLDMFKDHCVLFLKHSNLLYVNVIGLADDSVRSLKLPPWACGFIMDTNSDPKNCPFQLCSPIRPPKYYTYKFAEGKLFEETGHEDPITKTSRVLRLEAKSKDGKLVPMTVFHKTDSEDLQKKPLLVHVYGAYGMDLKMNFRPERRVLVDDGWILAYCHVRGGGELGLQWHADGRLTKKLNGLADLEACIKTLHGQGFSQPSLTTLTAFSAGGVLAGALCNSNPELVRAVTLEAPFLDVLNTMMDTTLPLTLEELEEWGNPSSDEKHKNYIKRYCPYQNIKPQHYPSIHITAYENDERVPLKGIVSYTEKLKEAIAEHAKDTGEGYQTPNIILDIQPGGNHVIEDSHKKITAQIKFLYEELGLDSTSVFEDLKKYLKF
Efflux pump inh: inhibitors of Candida antifungal efflux pumps expressed in yeast; AID 485275; inhibition, % at 10 µM; S. cerevisiae Candida pump triplex, Nile Red efflux; 330,000 compounds, 0.44% hits;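 active means plate passing quality check with inhibition over a set limit, or well fluorescence over plate mean plus 4 SD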;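 further: Nile Red retained in pooled yeast measured as flow cytometry median fluorescence; 0% = buffer negative control and 100% = Enniatin B positive control; higher means more Nile Red kept so more efflux inhibition; some compounds called inactive have numbers as strong as hits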
EBNA-1 inhibitor: blocks EBNA-1 binding to DNA | EBNA-1 DNA binding, fluorescence polarization | inhibition, % at 14.8 µM | 300,000 compounds, 0.34% hits | AID 1950; in the data active means inhibition above about 28%
TPT1 inhibitor: inhibitors of Candida albicans tRNA 2'-phosphotransferase TPT1 | 300,000 compounds, 0.81% hits | recombinant caTPT1, FP RNA substrate dephosphorylation | inhibition, % at 5 µM;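 active means inhibition above the mean of all tested compounds plus 3 SD, set per screening campaign, cut at about 24% in these data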;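 further: plate controls were DMSO alone for no effect and ferristatin control at 100 nM for full effect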
ZTA counter: ZTA (EBV) inhibition in EBNA-1 counter-screen; P03206; ZTA-DNA binding, fluorescence polarization; inhibition, % at 11 µM; 320,000 compounds, 0.15% hits; in the data active means inhibition above about 33%
Target sequence (P03206 whole entry, looked up): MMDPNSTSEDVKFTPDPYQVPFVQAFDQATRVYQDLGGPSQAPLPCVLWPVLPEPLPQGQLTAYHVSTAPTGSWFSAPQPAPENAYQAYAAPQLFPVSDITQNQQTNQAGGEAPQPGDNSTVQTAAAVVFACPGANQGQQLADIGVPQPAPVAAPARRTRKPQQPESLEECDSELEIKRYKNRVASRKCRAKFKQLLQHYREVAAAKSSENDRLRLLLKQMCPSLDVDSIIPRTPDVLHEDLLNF
HCV core dimer: HCV core protein dimerization inhibition; inhibition, % at 5 µM; AID 1899; 300,000 compounds, 0.33% hits; TR-FRET GST/Flag-core106 dimerization, 1536-well;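 active means inhibition above the mean of all tested compounds plus 3 SD, set per screening campaign, cut at about 45% in these data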
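Test system: GST/Flag-tagged HCV core106 proteins; Medium: KF-containing HEPES buffer, pH 7.45, DTT, CHAPS, BSA; Times: compound-protein-antibody incubation 4 h at 22.5 °C; Detection: TR-FRET 671 and 617 nm emission; Benchmarks: wells lacking GST-core106 and wells with excess unlabelled core106.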
PP5 inh: blocks human protein phosphatase 5 activity. purified PP5c, OMFP substrate fluorescence. inhibition, % at 6.7 µM. 320,000 compounds, 0.18% hits. AID 1987;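 active means inhibition above the campaign's mean inhibition across all tested compounds plus 3 SD, cut at about 9.5% in these data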;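 further: 0% = DMSO only and 100% = 100 µM cantharidin control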
PP1 counter: blocks human PP1-alpha phosphatase, a PP5 counter-screen. 320,000 compounds, 0.9% hits. inhibition, % at 6.7 µM. purified PP1alpha, OMFP fluorescence;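 active means inhibition above the mean inhibition of all tested compounds plus 3 SD, computed separately for each screening campaign, cut at about 15% in these data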
* marks the source's active call; other numbers are inactive results; x = not tested or not shown. An excerpt (hit frequency here may not be typical).

The line under a structure holds: Fh CTSL1 inh	PREPL inh	Efflux pump inh	EBNA-1 inhibitor	TPT1 inhibitor	ZTA counter	HCV core dimer	PP5 inh	PP1 counter
- Cc1sc2ncnc(SCC(=O)N3CCCC3=O)c2c1C
 : -3	-2	-0.1	6	2	17	1	2.3	-4
- Cc1ccc(NC(=O)CN2C(=O)CNC2=O)cc1
 : -5	9	0.1	-12	2	-5	-3	-3.0	-4
- Cc1cc(N2CCOCC2)n2nc(-c3cccc(F)c3)cc2n1
 : 6	14	-0.1	-10	1	-15	2	0.2	-2
- COc1cccc(Nc2ccc([N+](=O)[O-])c3nonc23)c1
 : 4	12	-0.1	6	23	-1	5	3.3	2
- CC(=O)Nc1ccc(NC(=O)Nc2cc(C)cc(C)c2)cc1
 : 0	1	-0.1	9	0	8	0	-2.3	-2
- O=C(OCC(F)(F)F)c1cccc(COc2ccc3ccccc3c2)c1
 : -7	3	0.2	-11	1	-5	2	4.1	0
- CCOC(=O)CN(C(=O)CNC(=O)c1cccs1)C(C(=O)NC1CCCCC1)c1cccs1 (stereo not drawn)
 : -3	16	-0.1	-9	-4	-16	-2	2.6	3
- C=CCn1c(SCC(=O)c2cccs2)nc2sc(C)c(C)c2c1=O
 : 3	5	0.1	-4	-4	-3	5	-3.3	7
- Cc1cccc(N2CCN(C(=O)CCNS(=O)(=O)c3cccs3)CC2C)c1 (stereo not drawn)
 : -12	0	-0.4	-5	14	-18	-3	3.9	0
- Cc1cccc(NC(=S)NC(=O)CCc2ccccc2)c1C
 : 7	-2	-0.1	12	0	12	2	2.8	0
- CCOC(=O)C1(Cc2cccc(OC)c2)CCCN(Cc2nccn2CC)C1 (stereo not drawn)
 : -2	3	0.5	-5	-3	11	-5	2.1	-6
- COC(=O)c1c(C)nc(C)c(C(=O)OC)c1-c1ccsc1
 : -2	-2	0.0	2	-1	7	2	-1.5	-2
- COc1ccc(OC)c(S(=O)(=O)N(C)CC(=O)Nc2cc(Cl)ccc2OC)c1
 : -1	-2	0.0	-3	-4	12	-3	0.6	-3
- Cc1cc(N2CCN(c3ccc([N+](=O)[O-])c4cccnc34)CC2)c2ccccc2n1
 : -1	7	-0.5	10	4	-16	1	2.7	1
- CCn1c(=O)cc(SCC(=O)Nc2ccc(OC)c(OC)c2)c2ccccc21
 : 0	2	-0.1	-2	3	2	2	2.4	0
- Cc1ccc(NC2CCCN(C(=O)c3snnc3C)C2)cc1C (stereo not drawn)
 : 1	15	0.2	-16	1	-1	-22	1.0	-1
- O=C1CCN(Cc2cccnc2)CCN1[C@H](CO)Cc1ccccc1
 : -5	-2	-0.1	2	-4	-12	9	1.7	-8
- CC1CC(C)CN(CC(=O)N2CCc3[nH]c4ccccc4c3C2)C1 (stereo not drawn)
 : -2	12	0.0	-5	-1	1	-4	3.2	1
- NC(=O)/C=C\C(=O)Nc1cccc(C(F)(F)F)c1
 : 3	11	0.0	2	-3	-13	1	4.7	0
- C(=Nc1ccc(Nc2ccccc2)cc1)c1ccc2ccccc2c1
 : -2	95*	-0.2	-3	1	1	-32	1.7	-1
- CCSc1nsc(NC(=O)Nc2cccc(F)c2)n1
 : 5	9	0.1	-7	0	-21	-7	-1.3	14
- COc1cccc(NC(=O)c2ccnc(N3CCC(C(=O)NCc4ccccc4OC)CC3)c2)c1
 : -4	9	0.3	6	-2	-6	12	2.2	-2
- CNc1ccccc1-n1ccc(-c2ccccc2)n1
 : 2	4	0.0	-1	-3	-8	-5	0.8	-3
- Cc1ccccc1-n1nc2c(c1NC(=O)c1cc3ccccc3o1)CS(=O)(=O)C2
 : 2	-3	-0.2	-5	1	-5	4	-0.6	4
- O=C(CS(=O)(=O)c1cn(Cc2cccc(F)c2)c2ccccc12)N1CCOCC1
 : -12	-4	-0.1	10	-4	-6	-5	-0.2	-6
- Cc1ccc(C(=O)Nc2ccccc2N2CCN(C(=O)C(C)C)CC2)cc1C
 : -2	26	0.1	7	-9	20	11	1.8	4
- CC(NC(=O)Nc1ccc(F)cc1F)c1ccncc1 (stereo not drawn)
 : -2	-4	0.0	1	0	-2	-3	-1.2	0
- COc1ccc(C(=O)Nc2cc3c4c(c2)CC(=O)N4CCC3)cc1
 : -3	15	-0.1	-1	-3	-9	-1	-0.2	0
- COc1cc(/C=N/NC(=O)CCn2nnc3ccccc32)ccc1O
 : 0	-4	0.0	1	1	9	4	1.6	0
- C/C(N)=C(/C#N)C(=O)COC(=O)CCC1CCCC1
 : -4	9	-0.1	4	-4	-6	2	-1.3	-1
- CCOC(=O)C/C(N)=N/N(C)c1ncc(C(F)(F)F)cc1Cl
 : -4	1	0.6	-11	2	1	0	0.6	-1
- CCOc1ccc(Nc2nc(Cc3nnc(SCC(=O)NC4CCCCC4)n3C)cs2)cc1
 : 4	32	0.1	-10	2	5	-1	-1.7	2
- Cc1cccc(NC(=O)[C@@H](CC(C)C)NC(=O)[C@@H]2Cc3ccccc3CN2)c1
 : -3	9	-0.2	-5	-1	6	-3	3.2	-1
- Cc1ccccc1-n1c(C)cc(/C=N/Nc2ccc([N+](=O)[O-])cn2)c1C
 : 0	0	0.1	2	38*	4	2	0.6	1
- O=C1c2ccccc2C(=O)C1c1ccncc1
 : 6	-4	0.0	-10	1	8	-3	0.4	0
- O=C(CN1CCN(c2ccc(F)cc2)CC1)Nc1ccc(F)c(F)c1
 : -1	19	0.0	4	-2	4	-8	3.0	-1
- COC(=O)c1cc(CNC(=O)c2ccc(O)c(Cl)c2)ccc1OC
 : 0	0	2.2	1	1	-1	-4	2.5	-2
- Cc1cccc2sc(NC(=O)CSc3nnnn3C)nc12
 : -3	0	0.0	2	2	-2	1	3.1	-1
- CCN1C(=O)[C@H]2[C@@H](c3ccc(C)cc3)N3C(=O)N(c4ccc(C)cc4)C(=O)[C@@]3(C)[C@H]2C1=O
 : 7	1	-0.1	1	-2	-5	6	-0.6	1
- N#C/C(C(=O)NCCc1ccccc1)=C1/N=C(NC(=O)c2cccs2)c2ccccc21
 : 0	32	-0.6	-6	3	-2	-30	-0.9	-1
- O=C(O)c1ccc(Oc2ccc(C(F)(F)F)cn2)cc1
 : -2	-1	0.2	12	1	8	0	1.4	-2
- C=CCS(=O)(=O)N1CCCC(N2CCN(c3ccccc3OC)CC2)C1 (stereo not drawn)
 : -2	-1	-0.1	-8	4	-4	6	0.4	-4
- CCCC1=C(C(=O)OCC)C(c2ccccc2OC)NC(=O)N1 (stereo not drawn)
 : 2	-8	-0.1	-6	-3	-11	4	4.9	-2
- Cc1nc(-c2coc3cc(C)c(N=O)c(O)c3/c2=N\N)cs1
 : 7	-7	-0.3	-10	80*	-7	-4	1.8	-4
- COCCNC(=O)CN1C(=O)NC2(CCCc3ccccc32)C1=O (stereo not drawn)
 : -5	-7	-0.1	-1	-2	-2	-1	-0.3	-1
- COc1ccc(NS(=O)(=O)c2cc(NC(=O)c3cnccn3)ccc2N2CCCC2)cc1
 : -3	7	-1.9	-5	-5	8	1	0.7	-1
- COc1ccc(-c2ccnc3nc(-n4cccc4)nn23)cc1
 : 5	7	0.0	8	0	-8	13	0.4	19*
- CCc1sc(C(=O)NCCc2ccc(S(N)(=O)=O)cc2)cc1Br
 : -1	-12	-0.1	1	-3	11	3	0.3	-4
- O=C(O)c1cc2c(ccc3ccccc32)o1
 : 7	7	-0.1	11	-2	-1	-2	-2.4	-5
- Cc1ccc(OCC(=O)NN=C2C3CC4CC(C3)CC2C4)cc1
 : x	-2	0.1	x	x	-1	x	-1.0	0
- Cc1cc(C)cc(N(CC(=O)NC(C)C)C(=O)CCC(=O)Nc2ccccn2)c1
 : -2	-11	0.1	12	-2	2	0	-0.6	6
- CC(C)NC(=O)CCN1C(=O)c2ccccc2Sc2ncccc21
 : 12	9	-0.1	-8	-2	-32	-10	-0.6	7
- CC(C)=CCN1CCN(Cc2cc(C(C)C)n[nH]2)CC1CCO (stereo not drawn)
 : 2	-7	-0.1	3	-4	0	-1	1.0	-4
- Cc1ccc(NC(=O)CCNC(=O)Cn2ccc3ccccc3c2=O)cc1F
 : -2	-3	-0.1	-5	-1	8	5	0.3	-2
- COCCCn1c(Cc2csc(Nc3cccc(Cl)c3)n2)nnc1SCC(=O)OC1CCCCC1
 : 5	36	0.1	1	-3	12	33	4.8	4
- COc1cc(C(=S)N2CCOCC2)ccc1OC(=O)c1cc([N+](=O)[O-])c(C)c([N+](=O)[O-])c1
 : -3	3	-0.1	6	5	14	5	-1.9	0
- Cc1ccc(Cc2cc(C)n[nH]c2=O)cc1
 : -2	7	-0.2	-6	1	-3	-1	-2.2	0
- O=C(NCCOc1cccnc1)C1CCC(=O)N(Cc2ccccc2F)C1 (stereo not drawn)
 : -2	-8	-0.1	5	-3	-4	0	1.0	-1
- Cc1cc(Sc2nccn2C)ncc1[N+](=O)[O-]
 : -2	6	0.1	-8	0	-1	-7	1.2	-4
- COc1ccc(C(=O)N/C(=C\c2cn(C)c3ccccc23)C(=O)NCCCn2ccnc2)cc1OC
 : 1	2	-0.3	4	-3	1	6	-1.6	-8

Entries of single compounds as entered above. Values in the order: Fh CTSL1 inh | PREPL inh | Efflux pump inh | EBNA-1 inhibitor | TPT1 inhibitor | ZTA counter | HCV core dimer | PP5 inh | PP1 counter
Cc1ccc(Cc2cc(C)n[nH]c2=O)cc1 is entered as -2 | 7 | -0.2 | -6 | 1 | -3 | -1 | -2.2 | 0
Cc1cc(Sc2nccn2C)ncc1[N+](=O)[O-] is entered as -2 | 6 | 0.1 | -8 | 0 | -1 | -7 | 1.2 | -4

(further entries)
The line under a structure holds: Fh CTSL1 inh	PREPL inh	Efflux pump inh	EBNA-1 inhibitor	TPT1 inhibitor	ZTA counter	HCV core dimer	PP5 inh	PP1 counter
- CCCN(CCC)C(=O)Cn1c(=O)n(CCCCC(=O)NCc2ccco2)c(=O)c2ccccc21
 : 0	-7	0.2	-4	-4	5	-3	2.8	-3
- Cc1ccc2c(ccc[n+]2CC(=O)c2ccccc2)c1
 : 3	8	0.0	-2	10	-2	-7	0.9	0
- Cc1ccc(S(=O)(=O)N2CC=C(C(=O)NCc3ccccc3)CC2)cc1
 : -3	5	0.1	-7	0	-3	-1	1.2	-2
- CN(c1ccccc1C(=O)O)S(C)(=O)=O
 : 0	0	0.0	1	0	11	1	-1.0	-3
- CCC(=O)NCC(c1cccs1)S(=O)(=O)c1ccc(C)cc1 (stereo not drawn)
 : -2	-3	0.1	0	1	16	-2	0.2	1
- CCCN(c1ccccc1F)S(=O)(=O)c1c[nH]c(C(=O)OC)c1
 : -16	2	-0.1	0	1	9	-2	-2.0	0
- O=C(O)CC(c1ccc(F)cc1F)N1Cc2ccccc2C1=O (stereo not drawn)
 : -5	0	-0.1	3	-2	-5	4	1.4	-1
- CCCCN(C(=O)CCC(=O)Nc1cc(C)on1)C(C(=O)NC1CCCC1)c1ccccc1OCC (stereo not drawn)
 : 6	13	0.0	3	-7	-29	-6	-7.2	-6
- CC(C)C(NC(=O)OCc1ccccc1)C(=O)N1CCOCCOCCOCC1 (stereo not drawn)
 : -3	-12	-0.1	-1	-2	15	-7	-0.5	-2
- CN1CCN(C(CC(=O)Nc2cccc(O)c2)C(=O)O)CC1 (stereo not drawn)
 : -1	6	-0.1	7	2	9	-1	-1.7	-5
- CC(C)CC(OC(=O)c1nsc(Cl)c1Cl)C(=O)NCC1CCCO1 (stereo not drawn)
 : -5	-17	0.0	-19	1	-3	-5	1.5	-1
- CCCCn1c(N)c(N(CCOC)C(=O)CSc2nnc(-c3ccc(F)cc3)n2N)c(=O)[nH]c1=O
 : -1	10	-0.1	-6	0	0	-4	-1.9	-5
- CCN(CC)CCCNC(=O)c1cc2c(-c3cccc(OC)c3)nn(C)c2s1
 : -3	-5	0.1	2	37*	2	-1	1.9	-4

Assay outcomes from PubChem.
